Mdm2-MdmX inh: inhibitors of human Mdm2-MdmX association, primary screen, cell-based, luminescence, split luciferase, SaOS-2, uHTS. SaOS-2 split-luciferase Mdm2/MdmX complementation. inhibition, % at 8 µM. 330,000 compounds, 3% hits;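 active = inhibition of at least 50% at 8 µM in the primary screen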
NALP3 yeast inh: NALP3 inflammasome inhibitors in reconstituted yeast, primary screen, luminescence, uHTS; Yeast reconstituted NLRP3/ASC/caspase-1, beta-gal luminescence, 24 h; inhibition, % at 10 µM; 330,000 compounds, 0.39% hits; AID 2825, 2010;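 active = inhibition of 50% or more; inactive = inhibition below 50%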;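 note: plate controls were induced DMSO wells for no effect and uninduced yeast grown without galactose for full effect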
CHOP UPR activ: activators of apoptotic CHOP UPR arm, primary screen, cell-based, CHO-CHOP luciferase reporter, luminescence, uHTS; activation, % at 10 µM; AID 449763, 2010; 330,000 compounds, 0.34% hits; UPR activation; percent of tunicamycin response over DMSO baseline;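 active = at 10 µM dose, activation of 40% or more, normalized to positive control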;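 note: 100% = tunicamycin at 10 µg/mL and 0% = DMSO alone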
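assay system = CHO CHOP reporter cells | amount = 500 CHO-CHOP cells per well | buffer or medium = F12 with 10% FBS | incubation = 16-18 h cell attachment, then 6 h compound exposure, 37 °C | detection = luminescence read with Steady-Glo | read-out = percent activation relative to tunicamycin control | controls = tunicamycin high control, DMSO low control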
NR3A LBD binder: binders of NR3A ligand-binding domain, primary screen, biophysical, differential scanning fluorimetry, uHTS; Glutamate receptor ionotropic, NMDA 3A (GRIN3A) ligand-binding domain; NR3A LBD differential scanning fluorimetry, Tm shift; 0% = protein alone, 100% = glycine-bound protein; Tm shift relative to glycine control, % at 25 µM; 340,000 compounds, 2.5% hits; AID 1259313, 2017;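 active = melting temperature shift of at least 10% of the positive control shift, at one fixed dose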
TIM10 inh: growth inhibitors of isogenic TIM10 control yeast, primary screen, counter-screen for tim10-1 yeast inhibitor project, luminescence, uHTS. S. cerevisiae TIM10 strain growth, BacTiter-Glo luminescence, 24 h. 330,000 compounds, 1.4% hits. inhibition, % at 10 µM;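 active = inhibition of 40% or more at the single tested concentration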;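 note: wild-type TIM10 isogenic control strain grown at permissive 25 °C; 0% = DMSO yeast wells and 100% = minimal medium wells without yeast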
UPR XBP1 act: activators of adaptive XBP1 UPR arm, primary screen, cell-based, CHO-XBP1 luciferase reporter, luminescence, uHTS; IRE1-XBP1 UPR activation; percent of tunicamycin response, DMSO as zero; activation, % at 20 µM; 330,000 compounds, 0.33% hits;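 active = versus positive control, 20 µM dose yields 30% or more activation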;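 note: 100% = tunicamycin at 10 µg/mL and 0% = DMSO only wells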
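assay system = CHO-XBP1 luciferase reporter cells | amount = 1000 cells/well | buffer or medium = F12 plus 10% FBS | compound dosing = single point, 20 µM final compound, 1% DMSO | incubation = 16-18 h cell attachment at 37 °C, then 6 h compound exposure | detection = Steady-Glo luminescence read | controls = tunicamycin 10 µg/mL and vehicle-only wells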
tim23-1 inh: growth inhibitors of tim23-1 mutant yeast, primary screen, luminescence, uHTS; S. cerevisiae tim23-1 growth, BacTiter-Glo luminescence, 24 h; inhibition, % at 20 µM; 330,000 compounds, 1.3% hits;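 active = growth inhibition of the mutant yeast at or above 50%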;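 note: temperature-sensitive mutant grown at 25 °C; plate controls were DMSO-treated mutant yeast for no effect and medium wells lacking yeast for full effect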
tim10-1 inh: growth inhibitors of tim10-1 mutant yeast, primary screen, luminescence, uHTS. S. cerevisiae tim10-1 ts strain growth, BacTiter-Glo, 24 h. inhibition, % at 20 µM. 330,000 compounds, 2.2% hits. AID 463190, 2010;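 active = inhibition of at least 40%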;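 note: mutant grown at 25 °C; 0% = DMSO wells with yeast and 100% = wells holding no yeast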
APJ ag: agonists of human apelin receptor APJ, primary screen, CHO-K1 cells, PathHunter beta-arrestin, luminescence. 330,000 compounds, 0.11% hits. activation, % at 20 µM. P35414. 0% DMSO wells, 100% apelin;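 active = activation more than six SD over the plate average, tested at 20 µM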;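 note: 0% = DMSO alone and 100% = apelin-13 at 10 nM; some results filed as inactive read as strong as hits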
Target sequence (P35414 whole entry, looked up): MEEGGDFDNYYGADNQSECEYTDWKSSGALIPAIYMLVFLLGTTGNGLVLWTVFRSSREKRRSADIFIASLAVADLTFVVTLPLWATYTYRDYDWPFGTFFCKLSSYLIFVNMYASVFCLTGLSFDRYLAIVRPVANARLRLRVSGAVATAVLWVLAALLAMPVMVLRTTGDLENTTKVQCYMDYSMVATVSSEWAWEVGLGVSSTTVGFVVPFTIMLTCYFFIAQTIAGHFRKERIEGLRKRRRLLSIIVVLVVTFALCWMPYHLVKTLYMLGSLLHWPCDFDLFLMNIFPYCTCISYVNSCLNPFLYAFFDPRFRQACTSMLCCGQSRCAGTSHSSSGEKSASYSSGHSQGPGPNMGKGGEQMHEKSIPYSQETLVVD
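Assay system: engineered CHO-K1 APJ arrestin reporter cells; Amount: 1000 CHO-K1 reporter cells seeded per well; Dosing: one dose, 20 µM compound, 1% DMSO; Times: compound stimulation 90 min at 25 °C, detection 60 min; Measured by: luminescent beta-gal fragment complementation, chemiluminescent substrate; Read-out: APJ–arrestin association signal; Controls: DMSO vs Apelin-13 10 nM.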
The depositor's hits bear a star; . = not tested or not shown.

SMILES	Mdm2-MdmX inh	NALP3 yeast inh	CHOP UPR activ	NR3A LBD binder	TIM10 inh	UPR XBP1 act	tim23-1 inh	tim10-1 inh	APJ ag
CCOc1ccc(NC(=O)c2cccc(NC3=NC4CS(=O)(=O)CC4S3)c2)cc1 (stereo not given)	-14	8	0.2	0	3	-1	0	-2	3
CCOc1ccc(OCC(=O)NCCS(=O)(=O)N2CCN(c3ccc(F)cc3)CC2)cc1	22	9	-2.4	-1	3	-1	3	0	-5
O=C(N/N=C/c1cccc([N+](=O)[O-])c1)c1cc(-c2ccccc2)nc2ccccc12	6	15	3.1	4	3	0	-23	18	-2
Cc1ccnc2nc(C(=O)OCC(=O)NCCc3ccc(Cl)cc3)nn12	9	18	0.4	-5	-3	5	1	-8	-1
COC(=O)c1nnn(-c2nonc2N)c1CN1CCc2ccccc21	4	0	0.9	-11	-9	-1	34	14	-3
Cc1ccc(C(=O)Nc2ccccc2C(=O)NCc2cccnc2)cc1	5	9	-1.2	-2	9	-1	11	25	-1
CCOC(=O)c1cnc2cc(-c3ccc(C)cc3)nn2c1-c1ccccc1	-22	31	-1.5	2	15	-5	22	20	-4
COc1cccc(CNC(=O)CNC(=O)c2cccs2)c1	-15	4	-0.4	2	1	0	3	-8	0
CC(=O)c1cccc(N(C(=O)c2ccccn2)C(C(=O)NC2CCCCC2)c2ccccc2)c1 (stereo not given)	-1	-18	-0.5	-2	-9	-4	21	7	-3
COC(=O)c1cccc(Nc2ccc([N+](=O)[O-])cn2)c1	0	1	4.7	-2	8	1	6	-9	-4
NNC(=S)NCc1ccco1	-18	1	1.6	1	9	-2	5	17	-3
Cc1onc(-c2ccccc2)c1C(=O)NCc1ccccn1	11	5	0.6	-1	10	-1	9	7	0
CN(C)c1ccc(/C=N/NC2=NS(=O)(=O)c3ccccc32)cc1	0	14	-0.4	4	1	-2	1	-1	-2
Cc1nnc(NC(=O)COc2ccc3c(C)cc(=O)oc3c2)s1	0	-7	-1.2	-1	10	0	-12	9	4
Cc1cc(C(=O)NNC(=S)Nc2cccc(C(F)(F)F)c2)nn1C	7	9	4.2	1	14	-5	20	28	-4
CCCC(=O)Nc1ccc2c(c1)nc(CCNC(=O)c1ccccc1)n2C	-23	14	-0.6	2	-12	1	-4	7	-2
CCOC(=O)c1cnc2c(c(C)nn2CC)c1Cl	14	-4	0.1	1	-20	1	-17	-16	2
S=C(NCc1ccco1)N1CCN(c2ccccn2)CC1	4	11	1.7	-1	-1	-6	-3	-6	-2
Cc1ccc2cc(COC(=O)C3CCCO3)c(=O)[nH]c2c1 (stereo not given)	16	-4	1.5	-1	-6	4	5	4	-3
COc1ccc(C(=O)C2CCCN(C(=O)Cc3c(C)noc3C)C2)cc1OC (stereo not given)	4	15	0.9	0	-1	0	10	3	-3
N#C/C(=C\C=C\c1ccccc1)C(=O)NCc1ccco1	16	18	-1.6	1	17	-2	24	14	-4
O=C(COC(=O)c1ccc(OC(F)F)cc1)NC(=O)NC1CCCC1	10	11	-0.1	2	10	0	25	-3	-3
CCOc1ccc(C(C(=O)NCC2CCCO2)N(C(=O)c2snc(C(N)=O)c2N)c2ccccc2F)cc1 (stereo not given)	-8	5	0.8	-2	20	-7	11	0	1
O=C(N1CCOCC1)N1CCN(c2nc(-c3ccccc3)cs2)CC1	-1	5	1.4	-1	26	0	13	21	-4
Cc1onc(-c2ccccc2)c1C(=O)N/N=C/C=C/c1ccccc1	-6	3	-0.2	-2	12	4	2	6	6

Only tim10-1 inh and APJ ag (2 entries from above):
compound	tim10-1 inh	APJ ag
CCOc1ccc(OCC(=O)NCCS(=O)(=O)N2CCN(c3ccc(F)cc3)CC2)cc1	0	-5
O=C(N/N=C/c1cccc([N+](=O)[O-])c1)c1cc(-c2ccccc2)nc2ccccc12	18	-2

New compounds follow
SMILES	Mdm2-MdmX inh	NALP3 yeast inh	CHOP UPR activ	NR3A LBD binder	TIM10 inh	UPR XBP1 act	tim23-1 inh	tim10-1 inh	APJ ag
O=C(Nc1nnc(-c2ccc(F)cc2)o1)c1cc(Cl)sc1Cl	62*	-12	0.2	-8	10	1	10	-31	-3
S=C(NC1CCCCC1)N1CCN(Cc2ccccc2)CC1	-4	7	0.7	0	9	-1	8	16	-2
CC12CC3(C)CC(C)(C1)CC(C(=O)Nc1nn[nH]n1)(C2)C3	1	-4	-1.0	4	-3	-3	13	5	-1
CC(C)NC(=O)c1onc(CSc2ccc(C(C)C)cc2)c1C(=O)O	7	6	1.6	-2	-11	0	-4	-9	0
CCOc1ccc(CC(=O)N/N=C/c2cccnc2)cc1OCC	12	8	2.6	-1	8	-3	12	4	10
CC(C)n1nc(C(=O)OCC(=O)N2CC(=O)Nc3ccccc32)c2ccccc2c1=O	1	23	-1.6	-1	8	7	5	14	7
CCCOc1ccc(-c2nnc(N)s2)cc1	-23	30	3.5	-1	4	2	13	12	7
O=C(Nc1cccc(-c2nc3ncccc3o2)c1)c1sc2ccccc2c1Cl	-7	33	0.4	1	2	1	4	29	4
CC(C#N)(NC(=O)CN1CCN(S(=O)(=O)c2ccccc2C#N)CC1)C1CC1 (stereo not given)	9	9	3.3	3	9	0	6	-14	-3
Cc1ccc(S(=O)(=O)n2cnc3cc([N+](=O)[O-])ccc32)cc1C	3	-2	-1.2	3	-2	-1	9	8	2
COCCCN1C(=O)N(c2ccccc2)C(=O)C1CC(=O)Nc1ccccc1 (stereo not given)	-4	9	-0.9	1	-9	-1	12	12	-2
C/C(=N\NC(=O)c1cc(Br)ccc1O)c1cccs1	-77	-13	3.8	-4	-13	3	5	17	-4
CCC1CCCCN1CCCNC(=O)Cn1nc(C)n2nc(-c3ccccc3)cc2c1=O (stereo not given)	23	18	-0.6	2	20	-1	17	15	-5
COC(=O)[C@H](CCSC)NC(=O)Nc1ccc(C(C)=O)cc1	-10	6	-1.2	2	3	2	-8	10	-4
CCOC(=O)C1CCN(C(=O)c2cccnc2Oc2ccc(Cl)cc2)CC1	-26	10	-1.1	0	-1	-2	22	-6	1
CCCCCC(=O)N/N=C(\C)c1ccccn1	61*	6	-1.2	-1	-1	1	-16	16	-5
CCOC(=O)CNC(=O)C1CCN(S(=O)(=O)c2ccc(-c3nn[nH]n3)cc2)CC1	4	16	-2.4	-2	-16	-5	-7	11	-2
CN(C)c1ccc(CN(C(=O)/C=C/c2ccco2)C2CCS(=O)(=O)C2)cc1 (stereo not given)	-1	20	0.4	1	-18	0	-7	-1	-3
O=C1[C@H]2CCCC[C@H]2C(=O)N1CCCCN1CCN(c2nsc3ccccc23)CC1	33	9	-0.9	-3	7	-10	-5	0	-3
Cc1nnsc1Sc1cccc(C(F)(F)F)c1	-1	-2	-0.2	-1	12	-1	7	5	-3
Cc1ccc(-c2cnc3ccccc3n2)cc1C	-112	48	-3.0	3	-5	-9	5	5	-3
COC(=O)c1ccc2nc(NC(=O)COC(=O)CSc3nc(C)cc(C)n3)sc2c1	-7	-1	2.4	-3	10	1	14	34	-2
CCOc1ccc(-n2c(Cc3cc(=O)[nH]c(=O)[nH]3)nnc2SCC(N)=O)cc1	-19	7	-4.0	-1	1	1	-3	16	-2
O=C1c2ccc(Oc3ccc4c(c3)C(=O)N(CCCO)C4=O)cc2C(=O)N1CCCO	15	0	-1.6	0	-6	-5	9	12	2
Clc1ccc(COn2c(-c3ccc(Cl)cc3)nc3ccccc32)cc1	21	18	-2.7	-11	23	3	7	13	0

Overlap with the part before: three entries, followed by the next part.
SMILES	Mdm2-MdmX inh	NALP3 yeast inh	CHOP UPR activ	NR3A LBD binder	TIM10 inh	UPR XBP1 act	tim23-1 inh	tim10-1 inh	APJ ag
CCOc1ccc(-n2c(Cc3cc(=O)[nH]c(=O)[nH]3)nnc2SCC(N)=O)cc1	-19	7	-4.0	-1	1	1	-3	16	-2
O=C1c2ccc(Oc3ccc4c(c3)C(=O)N(CCCO)C4=O)cc2C(=O)N1CCCO	15	0	-1.6	0	-6	-5	9	12	2
Clc1ccc(COn2c(-c3ccc(Cl)cc3)nc3ccccc32)cc1	21	18	-2.7	-11	23	3	7	13	0
CCCOc1ccc(/C=C/C(=O)Nc2ccc([N+](=O)[O-])cc2C)cc1	28	16	-2.9	-12	-9	-1	3	26	-5
CCCCn1c(CN(C)Cc2ccccc2)nc2c1c(=O)n(C)c(=O)n2C	30	8	-1.0	-2	4	0	13	-5	-3
CCCNS(=O)(=O)/C=C/c1ccccc1	9	17	0.9	2	8	-1	12	14	-1
COc1ccccc1NC(=O)C1CCCN(S(=O)(=O)c2ccc(-n3cnnn3)cc2)C1 (stereo not given)	-27	6	0.8	1	21	-1	5	-3	1
CC1=C(c2ccc(C)cc2)[N+](=O)C(C)(C)N1[O-]	-5	-6	-0.8	0	-1	-1	1	0	10*
CC(=O)NS(=O)(=O)c1ccc(N=NN2CCCCCC2)cc1	-15	4	-0.8	-1	6	-1	4	-4	-1
O=C(Cc1ccccc1)Nc1ccc(NC(=O)c2ccc(Br)cc2)cc1	9	21	-0.3	2	-9	-2	-5	16	-2
CCc1ccc2nc(N3C(=O)c4oc5ccccc5c(=O)c4C3c3ccc(OC)c(OC)c3)sc2c1 (stereo not given)	-13	13	-0.7	.	-16	-1	-4	1	-1
Cc1ccc(Nc2nc3nonc3[nH]c2=O)cc1Cl	76*	20	1.3	5	1	0	18	12	2
Cc1cc(NC(=O)CSc2nnc(NC(=O)C3CC(=O)N(c4ccccc4C)C3)s2)no1 (stereo not given)	-17	5	1.8	-3	2	-1	-9	6	-1
Cc1ccccc1NC(=O)CSc1nnc(C)c2ccccc12	22	27	1.9	-1	7	0	5	6	-4
CCN(c1ccc(NC(=O)CSCc2c(C)noc2C)cc1)C(C)C	-4	12	-1.5	2	2	-2	-9	0	1
Cn1cc([N+](=O)[O-])c(C(=O)Nc2ccc(C3CCCCC3)cc2)n1	59*	18	3.5	-1	5	5	32	17	-3
COc1cc(C(=O)OCC(=O)NC(=O)NC2CCCCC2)cc(Cl)c1OC	-24	15	-0.4	-10	19	0	22	29	0
COc1ccc(C)cc1N(CC(=O)O)S(=O)(=O)c1ccc(C)cc1	-44	22	-1.2	-1	8	-1	4	-1	5
c1cncc(-c2noc(C34CC5CC(CC(C5)C3)C4)n2)c1	0	13	3.9	-1	14	1	15	10	-1
O=C(NC1CCCC1)C(c1ccc(F)cc1)N(C(=O)c1csnn1)c1ccccc1F (stereo not given)	2	13	1.6	0	16	-2	4	-18	-2
COc1ccc(C2c3ccc(O)cc3Oc3ncn4nc(-c5ccco5)nc4c32)cc1OC (stereo not given)	23	19	-0.7	-6	3	8	-19	-15	-9

Compound activity from PubChem BioAssay.
